# Bioassay records as filed in PubChem BioAssay.
# FBPA coupling cs: qHTS Assay for Inhibitors of Fructose-1,6-bisphosphate Aldolase from Giardia Lamblia: Coupling assay counterscreen | coupling enzyme system counterscreen, AmpLite Red fluorescence | activity change, negative = inhibition, % at 58.2 µM, hits read low | actives 0.67% (n = 290,000) | AID 2472, 2010; in the data active means activity change below about -30%; further: on the % scale 0 is the no-effect control and ±100 the full control effect
#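 Counterscreen lacking aldolase: glyceraldehyde-3-phosphate coupling-enzyme reagent preincubated 10 min at RT with compound (at 57.5 uM final), then substrate/coupling system with AmpLite Red added; fluorescence read at 525/598 nm after 20 min RT.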
# a7 integrin act: qHTS for Activators of Integrin-Mediated Alleviation for Muscular Dystrophy; alpha7betagal myoblasts, beta-gal FDG fluorescence, 48 h; Potency, µM (doses to about 38.3 µM), for the others: top-dose activation, most hits filed as activators; actives 0.064% (n = 350,000);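 further: potency means the concentration at half of the fitted maximal effect; 100% = response of the positive control SU9516; nearly all actives have a fitted effect of over 60% in size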
#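 alpha7betagal+/- myoblasts (passage 13, 250/well) treated 48 h at 37C with compounds at 1:260 dilution of DMSO stock. Lysed, then beta-galactosidase activity read as FDG fluorescence (ex 480/em 540) after 30 min, with pre-read for autofluorescence.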
# ASM inhibitor: Inhibitors of Secretory Acid Sphingomyelinase (S-ASM): qHTS; actives 0.006% (n = 340,000); placental ASM, HMU-PC fluorogenic substrate, 60 min; AID 504937, 2011; Potency, µM (doses to about 57.5 µM), inactives show at the top dose activity change, negative = inhibition, actives largely listed as inhibitors; further: potency means the concentration at half of the fitted maximal effect
#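 Human placenta-derived ASM preincubated with compound 10 min at room temperature, then reacted with 9 uM (final) fluorogenic HMU-PC substrate for 60 min at 37 C. Stop solution raises pH to 10; fluorescence read at Ex 386/Em 447 nm.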
# MLL CXXC-DNA inh: qHTS Fluorescence Polarization Assay for Inhibitors of MLL CXXC domain - DNA interaction; Histone-lysine N-methyltransferase 2A (Homo sapiens), Q03164; MLL-CXXC / FITC-HOXA9 DNA fluorescence polarization; Potency, µM (series often up to 115 µM), without a hit: at the top dose activity change, negative = inhibition, usual class: inhibitors; actives 0.037% (n = 290,000); active means well fitted inhibition curve with a large enough effect in the polarisation, with a control signal flat, not every such curve was filed as active; inconclusive means small, poorly fitted or top-dose-only effect, or effect the other way, or a change in a side signal; inactive means no such curve, though single readings can be large or run the other way; the % refers to the polarisation; further: potency means the concentration at half of the fitted maximal effect
#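 Steps: dispense CXXC domain solution (7 uM) → pin compounds or unlabeled HOX-A9 DNA control → 5 min ambient → add FLSN-HOX-A9 solution (50 nM) → spin → 30 min ambient → fluorescence polarization. Tris pH 7.5/NaCl/DTT/BSA buffer.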
# AT treatment: qHTS Assay for Identifying a Potential Treatment of Ataxia-Telangiectasia; […] A-T fibroblasts, KAP-1 phosphorylation AlphaLISA; neocarzinostatin DNA damage 30 min before lysis; Potency, µM (titrated, usually from 57.5 µM), for the others: top-dose activation, most hits filed as activators; actives 0.19% (n = 320,000); further: potency means the concentration at half of the fitted maximal effect; % of control where 0% means no effect; nearly all actives have a fitted effect of over 45% in size
#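 hTERT-immortalized A-T patient fibroblasts ([…]), 500 cells/well in OPTI-MEM, 1% FBS, got compounds for 60 min, then NCS for 30 min at 37C. Lysates were then assayed for phospho-KAP-1 by AlphaLISA (anti-pKAP1 donor, anti-KAP1 acceptor beads), 6 hr at 25C.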
# TRPV1 ag: HTS Assay for Compounds that Act as Agonists of the Vanilloid Receptor 1. Transient receptor potential cation channel subfamily V member 1 (Homo sapiens), Q8NER1. TRPV1-expressing cells, Fluo-8 calcium influx, agonist mode. activation, % at 8.33 µM. actives 0.19% (n = 320,000). AID 540275, 2011; in the data active means activation above about 80%; inconclusive means between about 30% and that limit; further: 0% is about no effect
#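 Cells expressing TRPV1 were dye-loaded with Fluo-8 and read kinetically: 10 s baseline, 3 min after compound (agonist portion), then 2 min after EC20 capsaicin (allosteric enhancer portion). Calcium-bound dye fluorescence at 480/520 nm.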
# KCNH2 3.1 inh: qHTS for Inhibitors of KCHN2 3.1: Mutant qHTS | U2OS KCNH2 3.1, thallium flux FluxOr; active compounds read low | Potassium voltage-gated channel subfamily H member 2, brain isoform KCNH2 3.1 (human) | AID 720553, 2013 | actives 0.95% (n = 340,000) | activity change, % (tested at about 1.8 µM);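 active means maximum activity change below -70%; inconclusive means maximum activity change from -70% to -50%; inactive means maximum activity change above -50%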;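 further: thallium influx rate constant from kinetic fluorescence after stimulation buffer; on the % scale 0 is the no-effect control and ±100 the full control effect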
#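 Steps: virus added to U2OS suspension (4 h, RT, dark); medium with 10% FBS added, cells plated, 37 C overnight; FluxOr/Red40 loading buffer 45 min RT; stimulation buffer, 2 min kinetic read; rate constant normalized.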
# MBNL1-CUG inh: qHTS Assay for Inhibitors of MBNL1-poly(CUG) RNA binding; Muscleblind-like protein 1 (Homo sapiens), Q9NR56; TR-FRET MBNL1-His/biotin-(CUG)12 binding, 665/545 ratio; Potency, µM (titrated, usually from 57.5 µM), inactives show at the top dose activity change, negative = inhibition, hits mostly inhibitors; actives 0.036% (n = 280,000); AID 2675, 2010; active means well fitted inhibition curve with a large enough effect in the signal ratio, with a control signal flat, not every such curve was filed as active; inconclusive means small, poorly fitted or top-dose-only effect, or effect the other way, or a change in a side signal; inactive means no such curve, though single readings can be large or run the other way; the % refers to the signal ratio; further: potency means the concentration at half of the fitted maximal effect; on the % scale 0 is the no-effect control and ±100 the full control effect
#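 Compound titration spanned 92 nM–58 uM against the MBNL1-His/biotin-(CUG)12 complex. After 60 min at room temperature with 5 nM streptavidin-XL665 and 0.055 ng/ul terbium anti-His, ratiometric 665/545 nm emission (Ex 340 nm) normalized to controls.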
# GALK inhibitor: qHTS Assay for Inhibitors of Human Galactokinase (GALK); Purified GALK, Kinase-Glo residual ATP luminescence; P51570; actives 0.007% (n = 270,000); Potency, µM (titrated, usually from 57.5 µM), for the others: top-dose activity change, negative = inhibition, usual class: inhibitors; further: potency means the concentration at half of the fitted maximal effect; on the % scale 0 is the no-effect control and ±100 the full control effect
#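 The enzyme phosphorylates galactose (100 uM) using ATP (35 uM); inhibition is detected as higher residual ATP, quantified by bioluminescence after 1 h reaction at room temperature, pH 8.0.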
# hERG WT inh: qHTS for Inhibitors of KCHN2 3.1: Wildtype qHTS; actives 0.37% (n = 340,000); activity change, % at 1.84 µM; Voltage-gated inwardly rectifying potassium channel KCNH2 (Homo sapiens), Q12809; U2OS, BacMam KCNH2, thallium flux FluxOr; active compounds read low;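 active means maximum activity change below -70%; inconclusive means maximum activity change between -70% and -50%; inactive means maximum activity change above -50%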; further: on the % scale 0 is the no-effect control and ±100 the full control effect
# Target sequence (Q12809 whole entry, looked up): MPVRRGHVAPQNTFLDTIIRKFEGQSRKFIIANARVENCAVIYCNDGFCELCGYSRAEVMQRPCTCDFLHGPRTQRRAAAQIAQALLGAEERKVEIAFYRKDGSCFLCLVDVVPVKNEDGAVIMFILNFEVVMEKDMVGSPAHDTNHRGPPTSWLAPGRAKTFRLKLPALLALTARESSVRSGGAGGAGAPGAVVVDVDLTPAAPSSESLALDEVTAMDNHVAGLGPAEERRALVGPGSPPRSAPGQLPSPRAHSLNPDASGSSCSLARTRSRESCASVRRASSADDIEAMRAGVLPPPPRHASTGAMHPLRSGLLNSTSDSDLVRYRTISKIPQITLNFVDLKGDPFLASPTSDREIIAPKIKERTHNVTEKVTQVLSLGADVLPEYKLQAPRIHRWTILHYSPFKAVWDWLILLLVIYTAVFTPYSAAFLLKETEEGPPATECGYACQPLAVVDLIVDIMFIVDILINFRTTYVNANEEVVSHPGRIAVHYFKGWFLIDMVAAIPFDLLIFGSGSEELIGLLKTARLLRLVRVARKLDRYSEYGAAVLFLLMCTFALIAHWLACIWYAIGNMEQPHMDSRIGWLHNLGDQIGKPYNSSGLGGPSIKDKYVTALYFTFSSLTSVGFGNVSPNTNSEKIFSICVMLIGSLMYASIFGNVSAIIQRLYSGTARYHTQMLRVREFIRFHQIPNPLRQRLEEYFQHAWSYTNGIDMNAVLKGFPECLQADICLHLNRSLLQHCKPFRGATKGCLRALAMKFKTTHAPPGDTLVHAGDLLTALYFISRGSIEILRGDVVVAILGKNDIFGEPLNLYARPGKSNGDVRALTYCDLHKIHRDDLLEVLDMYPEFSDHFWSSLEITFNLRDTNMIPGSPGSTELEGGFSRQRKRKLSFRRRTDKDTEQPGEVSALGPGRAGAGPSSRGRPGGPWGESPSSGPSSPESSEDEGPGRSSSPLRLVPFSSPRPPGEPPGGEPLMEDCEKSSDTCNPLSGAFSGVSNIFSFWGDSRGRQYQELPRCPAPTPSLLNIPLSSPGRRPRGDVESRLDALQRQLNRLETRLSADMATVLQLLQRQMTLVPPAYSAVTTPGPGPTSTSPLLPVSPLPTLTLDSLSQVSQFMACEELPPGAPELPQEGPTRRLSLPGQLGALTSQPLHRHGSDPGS
#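 U2OS cells were transduced with wild-type KCNH2 virus (2.03 x 10^8 / mL) for 4 h at room temperature, then cultured overnight at 37 C. Thallium flux was read with FluxOr dye. Rate constants were normalized to DMSO controls.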
# * = called active by the depositor; i = inactive; ? = inconclusive; . = not tested or not shown; & = joins results of further samples; [ ] = remark or other dose. Unless noted, the call rests on the fitted dose curve; in most records, active means well fitted curve in the direction sought with a large enough effect; inconclusive means small, poorly fitted or top-dose-only effect, or another doubt; inactive means no such curve, though single readings can be large; an effect the other way counts as inactive or inconclusive.
# Every second line gives: KCNH2 3.1 inh, ASM inhibitor, AT treatment, hERG WT inh, MLL CXXC-DNA inh, TRPV1 ag, FBPA coupling cs, MBNL1-CUG inh, GALK inhibitor, a7 integrin act
COC(=O)Cc1ccc(NC(C)=O)cc1
    16, -2%, -2%, -7, ., -2, ., ., ., 1%
Cn1c(=O)c2c(nc(N3CCCCCC3)n2CC(=O)c2ccccc2)n(C)c1=O
    -16, 1%, -3%, 7, 2%, 9, 7, -10%, 3%, 13%
Cc1ccc(OCc2nnc(SC(C)C(=O)O)n2-c2ccccc2)cc1 (configuration not stated)
    -1, 4%, -4%, -5, -22%, 0, 18, -2%, 2%, -16%
CN(C)S(=O)(=O)n1cc(/C=C(\NC(=O)c2ccccc2Cl)C(=O)N2CCOCC2)c2ccccc21
    -3, 0%, 2%, 29, 24%, -1, 5, 1%, 3%, 17%
Cc1nc(Oc2ccc(S(=O)(=O)N3CCOCC3)cc2Cl)c2c3c(sc2n1)CCCC3
    3, -11%, 11%, 2, 15%, 24, -1, -5%, -1%, -22%
COc1ccc(/C=C/c2ccncc2)cc1OC
    -18, 27%, -1%, -4, 7%, 5, 0, ?, 0%, -16%
COc1ccc2nc(N3CCC(C)CC3)c(C#N)cc2c1
    1, 84%[activator], 22%, 5, 3%, 5, -25, 17%, -3%, 19%
CN1CCN(NC(=O)/C=C/c2ccc(C(C)(C)C)cc2)CC1
    18, 6%, -18%, 16, -2%, 1, -2, 17%, 4%, 0%
Cc1ccc2c(c1)N(S(=O)(=O)c1ccc(CN3C(=O)c4cccnc4C3=O)s1)CCO2
    3, -7%, -2%, -1, 6%, -1, ., ?, -4%, -5%
CC(=O)c1ccc(NC(=O)c2sc3nc(C)c(C)c(C)c3c2N)cc1
    -1, 19%, 15%, 4, -6%, 0, 0, 21%, 0%, 0%
CCn1c(=N)c(C(=O)NCCCOC)cc2c(=O)n3cccc(C)c3nc21
    -15, i, 4%, 2, 2%, -4, -2, ?, -4%, -7%
COc1ccc(S(=O)(=O)N2CCCC(C(=O)NCCc3ccccc3)C2)cc1 (configuration not stated)
    1, -2%, 4%, 5, 25%, 26, 0, -2%, 18%, ?
O=C1C=CC(=O)N1Cc1ccncc1
    2, 12%, ., -7, ., ., ., ., ., 2%
C=CCN=C(CC)C1=C(O)CCCC1=O
    3, 1%, -3%, -7, -3%, -5, -18, -8%, 3%, -11%
COCCn1c(Cc2ccccc2)nnc1SCC(=O)N(C)C
    -4, 2%, 7%, -3, -1%, 1, 2, 4%, 1%, -18%
C[C@H]1CN([C@@H](C)CO)C(=O)Cc2cc(NC(=O)CCC(F)(F)F)ccc2O[C@H]1CN(C)C(=O)Nc1ccc(F)cc1
    -2, -3%, 0%, -9, ., ., ., ., ., -10%
Cc1ccc(S(=O)(=O)CC(=O)Nc2c(C)n(C)n(-c3ccccc3)c2=O)cc1
    5, 6%, -4%, -1, -1%, -1, 0, -4%, 13%, -6%
O=C(NNC(=S)Nc1cccc(Cl)c1)c1ccccc1
    0, 1%, -1%, 1, -3%, 0, ., 0%, 1%, 3%
CN(C)c1ccc(/C=C/C=C2/SC(=S)N(c3ccccc3)C2=O)cc1
    -37, -10%, -3%, -27, 1%, ., -9, ?, 15%, -20%
CC(=O)Nc1ccc(C2=NN(c3ccccc3)C(c3cccs3)C2)cc1 (configuration not stated)
    -14, i, 25µM*, 1, 4%, 18, 1, 14%, -3%, 11%
CCOC(=O)C1(Cc2cccc(OC)c2)CCCN(C(=O)c2ccc(OC)o2)C1 (configuration not stated)
    1, ., 6%, -9, -23%, 8, ., 1%, -6%, 5%
Cc1nn(C)c(C)c1NC(=O)CSc1nc(C2CC2)nc2c1cnn2-c1ccccc1
    0, -5%, 0%, -3, -12%, 0, -1, -9%, -2%, 0%
Cc1cc(C(=O)CN2C(=O)NC(C)(CC(C)C)C2=O)c(C)n1-c1ccc2c(c1)OCO2 (configuration not stated)
    -15, -2%, -1%, 4, -12%, -1, 3, -3%, 0%, -15%
COc1ccc(Cl)cc1S(=O)(=O)N1CCC(O)(c2ccc(Cl)cc2)CC1
    15, -20%, -1%, -19, -2%, -4, 4, 0%, -2%, -13%
O=C(CC1C(=O)NCCN1Cc1ccc(-c2ccccc2)cc1)NCCc1ccccn1 (configuration not stated)
    -4, -3%, 3%, -5, -20%, 0, 0, -19%, 1%, -19%
N#Cc1ccc(C(=O)N2CCN(c3ncccn3)CC2)cc1
    8, 4%, 30%, 4, 12%, -1, 0, 3%, 0%, 1%
Cc1ccc(COc2ccc(-c3nnco3)cc2)cc1
    5, -6%, -19%, -24, -3%, 6, 3, -11%, -2%, 3%
COc1ccc(C2CCCN2C(=S)Nc2c(C)cccc2C)cc1OC (configuration not stated)
    -9, 3%, -2%, -2, 7%, 1, 1, -2%, 1%, 0%
CCN(C(=O)CN1CCN(c2ccccc2F)CC1)c1c(N)n(Cc2ccccc2)c(=O)[nH]c1=O
    -15, 9%, 9%, -1, 8%, 1, 4, -7%, 1%, 29%
Cc1ccc(NC(=O)c2nc[nH]c2C(=O)NCCCCNC(=O)c2[nH]cnc2C(=O)Nc2ccc(C)cc2)cc1
    13, -1%, -8%, 0, ., ., ., ., ., -5%
O=C(c1ccccn1)C1CCCN(Cc2nc(Cc3cccc(F)c3)no2)C1 (configuration not stated)
    0, 3%, -5%, -7, -5%, 10, 1, 4%, 6%, 2%
c1ccc(CNc2nc(-c3cccnc3)nc3ccccc23)cc1
    -12, -1%, 5%, 18, 2%, 22, 0&-3, -12%, 1%, -15%
C=CCC1(O)C(=O)Nc2ccccc21 (configuration not stated)
    3, 0%, 7%, 6, 5%, -2, 0, -3%, 0%, -2%
C=CCNC(=S)N/N=C/c1ccc(C)cc1C
    -1, -5%, 2%, -12, -7%, 5, 0, 3%, 6%, -24%
Cc1ccnn1Cc1cc(C(=O)O)c2ccccc2n1
    5, -4%, 0%, 22, -5%, 0, -1, -4%, 2%, 18%
CCn1c(-c2ccc3[nH]c(C)c(C)c3c2)n[nH]c1=S
    -19, 0%, 6%, 9, 9%, 0, 0, -5%, 4%, 17%
C/C=C/c1ccc(OCC(O)CN2CCCCC2CC)c(OC)c1 (configuration not stated)
    -24, 2%, 8%, 22, 0%, 4, 0, ., 12%, -65%[inhibitor]
COc1ccccc1C(=O)C1CCCN(Cc2cn[nH]c2C2CCCCC2)C1 (configuration not stated)
    -8, 5%, 2%, 24, 1%, 0, -2, 0%, 1%, -17%
Cc1ccc(C(=O)NCCNC(=O)c2cccnc2)cc1
    -5, 0%, -5%, -5, 15%, 1, 2, -1%, 5%, -8%
CCc1nccn1CCC(=O)N1CCCC(Nc2ccc(F)cc2)C1 (configuration not stated)
    6, 6%, -1%, 14, 12%, 1, -3, 4%, 0%, 10%
CN(C)CCNC(=O)c1ccc(COc2ccc(Cl)cc2Cl)cc1
    -20, -3%, 7%, 49, ?, 14, 1, -8%, ., -63%[inhibitor]
Cc1cccc(C)c1NC(=S)NCCc1ccc(O)c(O)c1
    9, 3%, -6%, -11, 16%, 6, -9, -2%, -1%, -20%
C/C(=N\NC(=O)Cc1cccn1C)c1cccc2ccccc12
    -1, 4%, ., 9, 17%, 3, 0, -2%, 6%, ?
Cc1ncoc1C(=O)N1CCCC(CCC(=O)NCc2ccc(F)c(F)c2)C1 (configuration not stated)
    -5, 1%, -9%, ?, -2%, 2, -2, 6%, -3%, -13%
CCC(C(=O)NC1CCCC1)N(C(=O)Cn1nnc(-c2ccc(C)o2)n1)c1cccc(OC)c1 (configuration not stated)
    5, -1%, -1%, 4, -4%, 19, 1, -4%, -4%, 15%
CNc1[nH]c(=O)[nH]c(=O)c1N=Nc1cc(Cl)ccc1Cl
    10, -4%, ., 6, ., ., ., ., ., 4%
CC(C)C(=O)N[C@@H]1c2ccccc2CC[C@H]1OCc1ccccc1
    -4, -1%, 4%, -9, ., ., ., ., ., 13%
